NF-kB neuron act = NF-kB expression increase, human neuronal cells. NF-kB reporter expression; active compounds read high. fold change at 12.5 µM. 1.6% of 190,000 active. AID 1239; in the data active = fold change above about 3.3
bIAP activator = increases bovine intestinal alkaline phosphatase activity; purified bovine IAP, CDP-star luminescence, 30 min; active compounds read high; fold of DMSO-control signal, blank-subtracted; activation factor at 20 µM; 0.17% of 200,000 active; AID 1016;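 active = activation factor of 2 or more at 20 µM, a signal rise over negative controls twice the positive control's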
FLuc inh counter = counter-screen for luciferase assay inhibitors: firefly luciferase inhibition; ATPLite firefly luciferase biochemical luminescence, 10 min; inhibition, % at 10 µM; 1.5% of 200,000 active; AID 1006;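 active = inhibition above about 50% when tested at 10 µM, limit read from the data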
Target sequence (P08659 whole entry, looked up): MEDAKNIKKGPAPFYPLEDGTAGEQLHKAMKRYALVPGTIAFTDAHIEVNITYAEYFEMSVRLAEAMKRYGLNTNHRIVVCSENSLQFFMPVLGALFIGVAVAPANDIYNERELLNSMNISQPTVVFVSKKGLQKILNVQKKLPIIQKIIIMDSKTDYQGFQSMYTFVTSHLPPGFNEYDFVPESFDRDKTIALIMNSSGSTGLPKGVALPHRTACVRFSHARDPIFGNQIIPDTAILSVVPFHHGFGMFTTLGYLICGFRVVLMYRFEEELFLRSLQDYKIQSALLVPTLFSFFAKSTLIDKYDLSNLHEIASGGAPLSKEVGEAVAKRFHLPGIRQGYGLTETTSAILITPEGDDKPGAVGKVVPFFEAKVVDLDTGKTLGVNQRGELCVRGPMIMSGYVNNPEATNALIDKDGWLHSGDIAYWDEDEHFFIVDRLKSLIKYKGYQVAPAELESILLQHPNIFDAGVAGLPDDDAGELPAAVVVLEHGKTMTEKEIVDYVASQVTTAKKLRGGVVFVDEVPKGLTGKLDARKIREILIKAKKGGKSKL
FLuc stim CS = affects firefly luciferase, flagging false hits in luciferase stimulation screens; activation factor at 10 µM; P08659; 200,000 tested, under 10 active; ATPlite luciferase biochemical, luminescence, 10 min; 0 = ATP-free wells, 1 = DMSO control; AID 1027;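 active = luciferase activation factor, scaled between plate controls, of at least 2 with compound at 10 µM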
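System: cell-free luciferase reagent; medium: PBS as buffer for the ATP substrate; doses: test compounds dosed from 2 mM stocks in 100% DMSO; incubation: 10 min, room temperature; measured by: luminescence from luciferase reaction; read-out: luciferase activation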
TNAP act hi DEA = activators of human TNAP at high phosphate acceptor concentration; AID 1136; activation factor at 20 µM; 200,000 tested, under 10 active; P05186; purified TNAP, CDP-star luminescence, 1 M DEA, 30 min; active compounds read high; 0 = EDTA background, 1 = DMSO-only activity;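 active = activation factor at least 2 at 20 µM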
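Control set: EDTA negative control, DMSO positive control / Assay system: human TNAP / Quantity: TNAP 1/800 final / Evaluation: TNAP activation factor scaled between EDTA and DMSO control wells / Measured by: luminescent substrate turnover signal / Compound dosing: one dose, 20 µM / Times: 30 min enzyme reaction at room temperature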
TNAP inh hiacc = TNAP (human) inhibition, high acceptor. inhibition, % at 20 µM. purified TNAP, CDP-star luminescence, 1 M DEA. 0.03% of 200,000 active. AID 1135. P05186;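 active = over 50% inhibition of tissue-nonspecific alkaline phosphatase at 20 µM in the single-dose screen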;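 also: plate controls were DMSO wells for no effect and EDTA-quenched wells as full inhibition for full effect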
APP 5'UTR act = activates APP 5'UTR luciferase reporter; SH-SY5Y APP 5'UTR luciferase reporter, luminescence; zero percent = DMSO vehicle wells; activation, % at 2 µM; 1% of 190,000 active; AID 1276;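 active = activation above a set limit, based on mean plus 3 SD of controls, cut at about 140% in these data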; also: values of inactives mirror those of a sister screen read the other way
TNAP inh noacc = TNAP (human) inhibition, acceptor-free conditions; purified TNAP, CDP-star luminescence, 30 min; inhibition, % at 20 µM; 0.26% of 200,000 active; AID 1012;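 active = tissue-nonspecific alkaline phosphatase inhibition above about 50% at 20 µM in the single-dose screen, limit read from the data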;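 also: 0% = DMSO negative control and 100% = EDTA positive control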
PMI activator = phosphomannose isomerase (human) activation; 0.005% of 190,000 active; activation factor at 20 µM; purified human PMI, coupled resazurin fluorescence, 20 min; active compounds read high; 1 = vehicle control, 0 substrate-free wells;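 active = activation factor of 2 or more at 20 µM, relative to plate controls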
Target sequence (P34949 whole entry, looked up): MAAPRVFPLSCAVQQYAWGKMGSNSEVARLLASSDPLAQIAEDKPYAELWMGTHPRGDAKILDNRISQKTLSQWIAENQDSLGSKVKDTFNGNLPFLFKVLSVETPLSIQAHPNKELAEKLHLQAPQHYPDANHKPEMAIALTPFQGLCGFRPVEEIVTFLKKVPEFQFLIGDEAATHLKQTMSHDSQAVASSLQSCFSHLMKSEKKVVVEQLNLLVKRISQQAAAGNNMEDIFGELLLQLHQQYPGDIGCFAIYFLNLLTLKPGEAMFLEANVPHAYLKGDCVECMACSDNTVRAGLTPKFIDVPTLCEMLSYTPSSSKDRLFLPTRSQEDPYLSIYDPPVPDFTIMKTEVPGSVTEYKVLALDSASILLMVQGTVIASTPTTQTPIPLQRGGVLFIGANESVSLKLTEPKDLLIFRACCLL
PMI act hi M6P = increases human PMI activity with near-saturating mannose 6-phosphate; P34949; coupled PMI enzyme assay, resazurin fluorescence, 20 min; active compounds read high; 1 = untreated enzyme, 0 = substrate-free blank; activation factor at 20 µM; 0.34% of 190,000 active;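 active = activation factor of 2 or more at 20 µM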
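Test system: Human PMI in coupled enzyme assay | Input: 15 ng/mL PMI | Medium: HEPES-buffered pH 7.4 with magnesium and detergent | Compound: One concentration, 20 µM, in 1% DMSO | Incubation: Enzyme reaction with compound 20 min at room temperature | Detection: Diaphorase-driven resazurin-to-resorufin fluorescence, excitation 544, emission 590 nm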
The depositor's hits bear a star.

Results for O=[N+]([O-])c1ccc(/C([O-])=C(/C(=S)Nc2ccccc2F)[n+]2ccccc2)cc1 ?
NF-kB neuron act: 1.3; bIAP activator: 0.8; FLuc inh counter: -3.3; FLuc stim CS: 1; TNAP act hi DEA: 1; TNAP inh hiacc: 2.8; APP 5'UTR act: 32.8; TNAP inh noacc: 8.7; PMI activator: 0.6; PMI act hi M6P: 0.6

What do the screens show for `CC1(C)N([O-])C(c2ccccc2)=C[N+](=O)C1(C)C`?
NF-kB neuron act: 1.15; bIAP activator: 1.1; FLuc inh counter: -0.5; FLuc stim CS: 1; TNAP act hi DEA: 1; TNAP inh hiacc: -2.0; APP 5'UTR act: 3.5; TNAP inh noacc: -2.6; PMI activator: 0.9; PMI act hi M6P: 0.9

How did CCCc1ccc(-c2cc(C(=O)NN3CCOCC3)c3ccccc3n2)cc1 do in these assays?
NF-kB neuron act: 1.19; bIAP activator: 1; FLuc inh counter: 58.9*; FLuc stim CS: 0.4; TNAP act hi DEA: 1; TNAP inh hiacc: -4.0; APP 5'UTR act: 39.3; TNAP inh noacc: -3.0; PMI activator: 0.9; PMI act hi M6P: 0.9

Results for O=C1/C(=C/c2ccccc2)CCCc2ccccc21 ?
NF-kB neuron act: 2.9; bIAP activator: 0.3; FLuc inh counter: 21.1; FLuc stim CS: 0.8; TNAP act hi DEA: 1; TNAP inh hiacc: -3.5; APP 5'UTR act: 70.6; TNAP inh noacc: -14.8; PMI activator: 0.8; PMI act hi M6P: 0.8

What do the screens show for `Cc1ccc(CNC(=O)c2cc3c(-c4ccc(Cl)cc4)nn(C)c3s2)o1`?
NF-kB neuron act: 0.78; bIAP activator: 0.9; FLuc inh counter: -8.4; FLuc stim CS: 1.1; TNAP act hi DEA: 1.1; TNAP inh hiacc: -14.1; APP 5'UTR act: 6.4; TNAP inh noacc: -49.4; PMI activator: 0.8; PMI act hi M6P: 0.9

How did C/C(=N\NC(=S)Nc1cccc(C)c1)c1cccc(N)c1 do in these assays?
NF-kB neuron act: 1.01; bIAP activator: 0.9; FLuc inh counter: -1.4; FLuc stim CS: 1; TNAP act hi DEA: 1; TNAP inh hiacc: 2.2; APP 5'UTR act: 24.5; TNAP inh noacc: -12.6; PMI activator: 1; PMI act hi M6P: 1.1

What do the screens show for `Cc1ccc(OCCN(C)C(=O)CC2C(=O)NCCN2CC(C)(C)C)cc1` (stereo not given)?
NF-kB neuron act: 1.05; bIAP activator: 1.1; FLuc inh counter: -1.9; FLuc stim CS: 1; TNAP act hi DEA: 1.1; TNAP inh hiacc: -5.0; APP 5'UTR act: -9.8; TNAP inh noacc: -8.9; PMI activator: 0.9; PMI act hi M6P: 0.6

How did Cc1c(/C=N/NC(=O)c2cccnc2)c2ccccc2n1Cc1ccccc1 do in these assays?
NF-kB neuron act: 1.41; bIAP activator: 0.9; FLuc inh counter: 9.1; FLuc stim CS: 0.9; TNAP act hi DEA: 0.9; TNAP inh hiacc: 5.7; APP 5'UTR act: 5.8; TNAP inh noacc: 7.7; PMI activator: 1.2; PMI act hi M6P: 1.1

Results for O=C(CN1CCC(n2nnc3cc(F)ccc32)CC1)N1CCc2ccccc2C1 ?
NF-kB neuron act: 0.96; bIAP activator: 1.1; FLuc inh counter: -4.7; FLuc stim CS: 1; TNAP act hi DEA: 1; TNAP inh hiacc: -3.9; APP 5'UTR act: -18.7; TNAP inh noacc: -6.9; PMI activator: 1; PMI act hi M6P: 0.9

What do the screens show for `CCn1c2ccccc2c2cc(NC(=O)COC(=O)c3cc(S(N)(=O)=O)c(Cl)cc3Cl)ccc21`?
NF-kB neuron act: 0.89; bIAP activator: 1; FLuc inh counter: -4.3; FLuc stim CS: 1; TNAP act hi DEA: 1; TNAP inh hiacc: -3.2; APP 5'UTR act: 10.6; TNAP inh noacc: -3.9; PMI activator: 0.8; PMI act hi M6P: 0.7

What do the screens show for `CC1CCN(CCc2nc3cc(NC(=O)NC4CCCCC4)ccc3n2C)CC1`?
NF-kB neuron act: 1.14; bIAP activator: 2.5*; FLuc inh counter: 1.2; FLuc stim CS: 1; TNAP act hi DEA: 1; TNAP inh hiacc: -0.4; APP 5'UTR act: 5.5; TNAP inh noacc: -18.1; PMI activator: 1; PMI act hi M6P: 1

What do the screens show for `Cc1cc(=O)[nH]c2c1c(C)nn2C1CCOC(C)(C)C1` (stereo not given)?
NF-kB neuron act: 1.37; bIAP activator: 1.1; FLuc inh counter: 0.2; FLuc stim CS: 1; TNAP act hi DEA: 1; TNAP inh hiacc: -3.3; APP 5'UTR act: 16.2; TNAP inh noacc: -5.8; PMI activator: 0.9; PMI act hi M6P: 0.9

How did Cc1nc(CS(=O)(=O)c2ccc(Cl)cc2)cc(N2CCOCC2)n1 do in these assays?
NF-kB neuron act: 1.06; bIAP activator: 1; FLuc inh counter: -6.0; FLuc stim CS: 1.1; TNAP act hi DEA: 1.1; TNAP inh hiacc: -7.2; APP 5'UTR act: 8.1; TNAP inh noacc: -11.6; PMI activator: 1.1; PMI act hi M6P: 1.1

Results for COc1cc(C(=O)Nc2c(-c3ccccn3)c(=O)c3ccccc3n2C)cc(OC)c1OC ?
bIAP activator: 0.8; FLuc inh counter: -3.6; FLuc stim CS: 1; TNAP act hi DEA: 1; TNAP inh hiacc: -4.0; TNAP inh noacc: -8.5; PMI activator: 0.9; PMI act hi M6P: 0.9

Results for Cc1ccc(S(=O)(=O)NC(CC(=O)NC2CCCC2)c2ccco2)cc1 (stereo not given) ?
NF-kB neuron act: 1.25; bIAP activator: 1; FLuc inh counter: -3.4; FLuc stim CS: 1; TNAP act hi DEA: 1; TNAP inh hiacc: -4.3; APP 5'UTR act: -15.0; TNAP inh noacc: -11.4; PMI activator: 1; PMI act hi M6P: 1

What do the screens show for `Cc1cccc(C)c1Nc1nnc(SCc2cc([N+](=O)[O-])cc3c2OCOC3)s1`?
NF-kB neuron act: 0.83; bIAP activator: 0.8; FLuc inh counter: -5.2; FLuc stim CS: 1.1; TNAP act hi DEA: 1.1; TNAP inh hiacc: -5.2; APP 5'UTR act: -47.6; TNAP inh noacc: -6.1; PMI activator: 0.9; PMI act hi M6P: 1

How did CCCN(C(=O)Cc1nc(N)n[nH]1)C1(C(=O)Nc2ccccc2C)CCCCC1 do in these assays?
NF-kB neuron act: 0.98; bIAP activator: 1.2; FLuc inh counter: -2.6; FLuc stim CS: 1; TNAP act hi DEA: 1; TNAP inh hiacc: 1.2; APP 5'UTR act: -13.2; TNAP inh noacc: -6.7; PMI activator: 0.9; PMI act hi M6P: 1

What do the screens show for `COc1ccccc1NC(=O)CSc1nnc(Cn2c(=O)sc3ccccc32)n1C`?
NF-kB neuron act: 1.14; bIAP activator: 1; FLuc inh counter: 0.6; FLuc stim CS: 1; TNAP act hi DEA: 1; TNAP inh hiacc: 4.1; APP 5'UTR act: 7.8; TNAP inh noacc: -1.0; PMI activator: 1.1; PMI act hi M6P: 1

Results for Cc1cc(C)cc(NC(=O)c2cc(S(=O)(=O)NCc3ccco3)ccc2F)c1 ?
NF-kB neuron act: 0.76; bIAP activator: 0.8; FLuc inh counter: -4.2; FLuc stim CS: 1; TNAP act hi DEA: 1; TNAP inh hiacc: -0.7; APP 5'UTR act: 6.3; TNAP inh noacc: -5.0; PMI activator: 0.9; PMI act hi M6P: 0.8

Results for C/C(=N\NC(=O)COc1ccccc1[N+](=O)[O-])c1cccs1 ?
NF-kB neuron act: 1.9; bIAP activator: 1; FLuc inh counter: 19.0; FLuc stim CS: 0.8; TNAP act hi DEA: 1; TNAP inh hiacc: -1.9; APP 5'UTR act: 41.2; TNAP inh noacc: -9.7; PMI activator: 0.9; PMI act hi M6P: 0.9

Results for Cc1ccnc(NS(=O)(=O)c2ccc(NC(=O)Cc3cccs3)cc2)n1 ?
NF-kB neuron act: 1.04; bIAP activator: 0.9; FLuc inh counter: -6.6; FLuc stim CS: 1.1; TNAP act hi DEA: 1; TNAP inh hiacc: -2.7; APP 5'UTR act: 2.4; TNAP inh noacc: -13.5; PMI activator: 1; PMI act hi M6P: 1

How did Cc1nc2nc3c(c(=O)n2[nH]1)CCCC3 do in these assays?
NF-kB neuron act: 1; bIAP activator: 1; FLuc inh counter: 1.4; FLuc stim CS: 1; TNAP act hi DEA: 1; TNAP inh hiacc: -4.5; APP 5'UTR act: -3.2; TNAP inh noacc: -10.4; PMI activator: 1; PMI act hi M6P: 1

Results for CCOC(=O)C1CCN(Cc2cn(C)nc2-c2ccc(Oc3ccccc3)cc2)CC1 ?
NF-kB neuron act: 0.96; bIAP activator: 0.9; FLuc inh counter: -6.2; FLuc stim CS: 1.1; TNAP act hi DEA: 1.1; TNAP inh hiacc: -5.0; APP 5'UTR act: 1.8; TNAP inh noacc: -5.9; PMI activator: 0.9; PMI act hi M6P: 0.9

How did CCc1ccc(NC(=O)c2cnn(-c3ccccc3)c2C)cc1 do in these assays?
NF-kB neuron act: 5.9*; bIAP activator: 1; FLuc inh counter: 29.1; FLuc stim CS: 0.7; TNAP act hi DEA: 1; TNAP inh hiacc: -4.7; APP 5'UTR act: 154.6*; TNAP inh noacc: -4.9; PMI activator: 1; PMI act hi M6P: 1

Results for O=C(COC(=O)c1cc(-c2cccc(Br)c2)nc2ccccc12)NCC1CCCO1 (stereo not given) ?
NF-kB neuron act: 1.01; bIAP activator: 1.1; FLuc inh counter: 1.7; FLuc stim CS: 1; TNAP act hi DEA: 1; TNAP inh hiacc: -2.2; APP 5'UTR act: -16.8; TNAP inh noacc: -1.2; PMI activator: 1; PMI act hi M6P: 0.9

What do the screens show for `COCCNc1nnc(SCC(=O)c2c[nH]c3ccccc23)s1`?
NF-kB neuron act: 1.03; bIAP activator: 1.1; FLuc inh counter: 0.8; FLuc stim CS: 1; TNAP act hi DEA: 1; TNAP inh hiacc: -1.2; APP 5'UTR act: 20.6; TNAP inh noacc: -2.2; PMI activator: 0.9; PMI act hi M6P: 0.9

How did O=C(CC(c1ccccc1)c1ccco1)N1CCOCC1 (stereo not given) do in these assays?
bIAP activator: 0.9; FLuc inh counter: -10.8; FLuc stim CS: 1.1; TNAP act hi DEA: 1; TNAP inh hiacc: -1.5; APP 5'UTR act: -2.6; TNAP inh noacc: -12.0; PMI activator: 1.1; PMI act hi M6P: 1.2

Gathered by group: the entries above containing an aryl methoxy group (2)
Results for COc1cc(C(=O)Nc2c(-c3ccccn3)c(=O)c3ccccc3n2C)cc(OC)c1OC ?
bIAP activator: 0.8; FLuc inh counter: -3.6; FLuc stim CS: 1; TNAP act hi DEA: 1; TNAP inh hiacc: -4.0; TNAP inh noacc: -8.5; PMI activator: 0.9; PMI act hi M6P: 0.9

What do the screens show for `COc1ccccc1NC(=O)CSc1nnc(Cn2c(=O)sc3ccccc32)n1C`?
NF-kB neuron act: 1.14; bIAP activator: 1; FLuc inh counter: 0.6; FLuc stim CS: 1; TNAP act hi DEA: 1; TNAP inh hiacc: 4.1; APP 5'UTR act: 7.8; TNAP inh noacc: -1.0; PMI activator: 1.1; PMI act hi M6P: 1

Screening data as filed in PubChem BioAssay.
